High-throughput results from PubChem BioAssay.
Casp6 inh: inhibitors of human caspase-6 | P55212 | purified caspase-6, Z-VEID-R110 cleavage fluorescence | inhibition, % at 12.5 µM | hit rate 0.53% among 350,000;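 active = mean inhibition across replicates at least about 35%, with every replicate also reaching that limit, limit read from the data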;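 also: 0% = median of neutral control wells and 100% = no fluorescence left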
Target sequence (P55212 24-179 limits assumed): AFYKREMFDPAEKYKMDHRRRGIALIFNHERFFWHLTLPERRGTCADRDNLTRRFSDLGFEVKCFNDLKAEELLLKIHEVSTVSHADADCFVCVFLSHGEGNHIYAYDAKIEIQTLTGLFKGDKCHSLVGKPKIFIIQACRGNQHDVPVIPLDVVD
Target sequence (P55212 194-293 limits assumed): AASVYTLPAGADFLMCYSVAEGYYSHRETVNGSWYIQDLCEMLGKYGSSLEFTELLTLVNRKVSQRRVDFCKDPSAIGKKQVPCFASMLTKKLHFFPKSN
esBAF inh: SWI/SNF esBAF complex inhibition | mouse ES cells, Bmi1-luciferase knock-in reporter, 24 h; 100% = twice the neutral-well signal | reporter increase, % at 12.5 µM | hit rate 2% among 350,000 | AID 602393; in the data active = activation above about 40%;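 also: 0% = median of the plate's neutral control wells and 100% = double that signal; a rise in the Bmi1 reporter signal indicates esBAF inhibition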
ERp5 inh: inhibitors of human ERp5; ERp5 insulin aggregation, absorbance 650 nm, 90 min; inhibition, % at 9.99 µM; hit rate 0.05% among 350,000;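 active = mean replicate inhibition above about 25%, with every replicate also reaching it, limit read from the data, passing the limit was not always enough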
PglD DTNB: blocks C. jejuni PglD acetyltransferase activity; purified PglD enzyme, DTNB colorimetric CoA detection; inhibition, % at 12.5 µM; hit rate 0.098% among 360,000; AID 602405; in the data active = inhibition above about 16%, passing the limit was not always enough; also: strong numbers were not always called active
ARNT TACC3 PPI: ARNT/TACC3 interaction disruption. AlphaScreen His-ARNT PAS-B/GST-TACC3 binding, luminescence; TACC3 fragment carries E629A point mutation. inhibition, % at 9.99 µM. hit rate 0.66% among 390,000. AID 623870;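 active = mean inhibition of replicates at least 50% and at least half of replicates each reaching 50%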;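 also: 0% = complete ARNT plus TACC3 wells and 100% = ARNT alone without TACC3; many hits fall short of the cut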
E-selectin induc: E-selectin induction on HUVECs; P16581; HUVEC E-selectin immunofluorescence imaging; normalized: neutral wells 0, TNF-alpha wells 100; activation, % at 7.58 µM; hit rate 0.37% among 260,000; AID 686992;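 active = mean E-selectin-positive cell signal at least 10% of the positive control, reached in at least 60% of replicates, without over 20% cell loss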;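 also: in these data hits start at about 27%; measured in HUVEC primary endothelial cells; signal is the percent of cells scored E-selectin positive by PE staining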
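material = human umbilical vein endothelial cells (HUVEC), E-selectin induction | quantity = 3,000 cells/well | medium = EGM-2 growth medium on 0.1% gelatin-coated wells | technique = immunofluorescence imaging | read-out basis = % PE-positive cells | control set = TNF-alpha positive control, DMSO neutral control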
RAD54 inh: RAD54 (human) branch migration inhibition. Q92698. RAD54 Holliday junction branch migration, FAM/BHQ fluorescence. inhibition, % at 10.4 µM. hit rate 0.14% among 360,000. AID 602329;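 active = mean normalized replicate activity at least 40 and at least half of replicates scoring 40 or more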;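 also: 0% = median of neutral control wells and 100% = median of positive control wells; inhibitors cause a drop in the FAM fluorescence signal; in these data hits start at about 50%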
Target sequence (Q92698 whole entry, looked up): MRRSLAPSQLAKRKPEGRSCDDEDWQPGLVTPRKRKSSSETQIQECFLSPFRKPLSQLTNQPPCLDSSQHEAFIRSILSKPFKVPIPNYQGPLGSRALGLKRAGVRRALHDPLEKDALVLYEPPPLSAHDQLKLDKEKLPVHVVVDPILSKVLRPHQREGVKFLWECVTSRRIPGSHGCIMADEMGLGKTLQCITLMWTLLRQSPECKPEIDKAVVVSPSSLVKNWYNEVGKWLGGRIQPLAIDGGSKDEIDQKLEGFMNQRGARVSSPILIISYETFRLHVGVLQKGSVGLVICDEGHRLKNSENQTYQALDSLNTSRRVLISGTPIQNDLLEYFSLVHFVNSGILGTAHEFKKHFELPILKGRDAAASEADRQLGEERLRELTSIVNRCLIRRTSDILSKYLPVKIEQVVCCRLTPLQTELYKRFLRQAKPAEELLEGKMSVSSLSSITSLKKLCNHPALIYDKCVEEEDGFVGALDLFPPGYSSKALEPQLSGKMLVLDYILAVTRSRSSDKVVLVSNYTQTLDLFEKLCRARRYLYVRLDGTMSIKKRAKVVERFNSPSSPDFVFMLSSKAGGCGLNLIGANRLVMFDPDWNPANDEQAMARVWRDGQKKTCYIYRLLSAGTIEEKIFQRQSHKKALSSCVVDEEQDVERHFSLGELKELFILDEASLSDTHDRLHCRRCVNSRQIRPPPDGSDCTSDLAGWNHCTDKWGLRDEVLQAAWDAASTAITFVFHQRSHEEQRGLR
RAD52 anneal inh: RAD52 (human) annealing inhibition; P43351; recombinant RAD52 DNA annealing, FRET fluorescence; inhibition, % at 18.7 µM; hit rate 0.46% among 360,000;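 active = every replicate showing at least 50% inhibition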
An asterisk follows results filed as active; . = not tested or not shown.

SMILES	Casp6 inh	esBAF inh	ERp5 inh	PglD DTNB	ARNT TACC3 PPI	E-selectin induc	RAD54 inh	RAD52 anneal inh
Cc1cc(C(=O)CSc2nnc(-c3cccnc3)n2-c2ccccc2F)c(C)n1C	.	5	.	.	1	-1.9	-25	.
C[C@@H]1CCCCO[C@@H](CN(C)C(=O)Nc2ccc(C(F)(F)F)cc2)[C@@H](C)CN([C@@H](C)CO)C(=O)c2cc(N(C)C)ccc2O1	-1	-7	1	1	-2	-0.1	-4	4
CN(C(=O)C=Cc1ccccc1)c1ccccc1	1	33	-2	-1	-2	1.0	4	2
O=C(NNC(=S)NCc1ccccc1)c1cccnc1	2	.	3	-2	-1	-0.9	-14	-5
CC[C@]1(C(=O)OC)[C@H]2C(=O)N(Cc3ccccc3)C(=O)[C@H]2[C@H]2CN=C(SCc3ccc(Cl)cc3)N21	.	1	.	-5	-5	.	14	.
CCOC(=O)c1ccc(S(=O)(=O)NNC(=O)Cc2csc(C)n2)cc1	1	-10	-6	0	-2	.	-5	-12
COCCC(=O)N1CCC(Oc2ccc(C(=O)NCCn3cccn3)cc2)CC1	-3	.	0	-8	-1	.	4	0
O=C(CCn1c(=S)[nH]c2ccccc2c1=O)NCCCN1CCOCC1	.	-12	.	-3	-7	.	1	.
C[C@@H]1CCCCO[C@H](CN(C)Cc2ccc(Cl)c(Cl)c2)[C@@H](C)CN([C@H](C)CO)C(=O)c2cc(NC(=O)Nc3ccc(F)cc3)ccc2O1	2	2	8	0	3	-0.1	1	-6
CC1CCN(c2ccc(-c3cccs3)nn2)CC1	-1	-81	-3	-1	-2	0.1	4	-4
CN(c1ccccc1)S(=O)(=O)c1cccc(C(=O)OCC(=O)NCc2ccccc2)c1	0	0	2	-6	-19	4.2	-11	-39
O=C1OC(O)c2cccc3cccc1c23 (stereo not given)	-1	-3	0	2	.	.	2	5
CC1(C)CC(=O)c2c(oc3ccc(NS(=O)(=O)c4ccc(C(=O)O)cc4)cc23)C1	4	.	0	.	17	.	.	-14
C[C@H](CO)N1C[C@H](C)[C@H](CN(C)C(=O)CCCN(C)C)OCCCC[C@H](C)Oc2ccc(NC(=O)Nc3ccc4c(c3)OCO4)cc2C1=O	.	5	.	-1	7	0.3	13	.
CO[C@@H]1CN(C)C(=O)c2cc(NS(C)(=O)=O)ccc2OC[C@H](C)N(C)C[C@@H]1C	0	-3	2	4	10	0.1	-6	-1
CCOc1ccccc1NC(=O)c1cc2ccccc2o1	1	46	0	-2	.	0.3	1	0
O=C(O)c1cccc(N2C(=O)C3CC=CCC3C2=O)c1 (stereo not given)	.	4	.	2	3	.	-1	.
C/C=C/c1ccc(OCC(=O)N2CCc3cc(OC)c(OC)cc3C2)c(OC)c1	-7	-4	0	1	-2	.	-8	-7
CC(=O)Nc1ccc(S(=O)(=O)N2CCN(c3cc(C(F)(F)F)ccn3)CC2)cc1	1	.	-9	.	-3	0.0	.	-10
O=C(CSc1ncnc2sccc12)NCc1ccc2c(c1)OCO2	5	0	-7	-4	1	-0.4	-6	-10

Record cards, from the list above. Values in the order: Casp6 inh, esBAF inh, ERp5 inh, PglD DTNB, ARNT TACC3 PPI, E-selectin induc, RAD54 inh, RAD52 anneal inh
Record of CCOC(=O)c1ccc(S(=O)(=O)NNC(=O)Cc2csc(C)n2)cc1 → 1, -10, -6, 0, -2, ., -5, -12
Record of C[C@@H]1CCCCO[C@H](CN(C)Cc2ccc(Cl)c(Cl)c2)[C@@H](C)CN([C@H](C)CO)C(=O)c2cc(NC(=O)Nc3ccc(F)cc3)ccc2O1 → 2, 2, 8, 0, 3, -0.1, 1, -6
Record of CN(c1ccccc1)S(=O)(=O)c1cccc(C(=O)OCC(=O)NCc2ccccc2)c1 → 0, 0, 2, -6, -19, 4.2, -11, -39
Record of C[C@H](CO)N1C[C@H](C)[C@H](CN(C)C(=O)CCCN(C)C)OCCCC[C@H](C)Oc2ccc(NC(=O)Nc3ccc4c(c3)OCO4)cc2C1=O → ., 5, ., -1, 7, 0.3, 13, .
Record of CC[C@]1(C(=O)OC)[C@H]2C(=O)N(Cc3ccccc3)C(=O)[C@H]2[C@H]2CN=C(SCc3ccc(Cl)cc3)N21 → ., 1, ., -5, -5, ., 14, .

The results go on.
SMILES	Casp6 inh	esBAF inh	ERp5 inh	PglD DTNB	ARNT TACC3 PPI	E-selectin induc	RAD54 inh	RAD52 anneal inh
CCC(=O)N1[C@@H]2c3ccc(C4=CCCC4)c(=O)n3C[C@@H]2[C@@H](CO)[C@@H]1C(=O)Nc1ccccc1	-2	2	-4	-4	6	0.3	5	-9
CCOc1c2ccc(C(=O)NCc3ccccc3OC)cc2nn1CC	.	-1	.	-1	-2	0.0	2	.
CC1Cc2ccccc2N1C(=O)CN1CCN(S(=O)(=O)c2ccc3c(c2)OCCCO3)CC1 (stereo not given)	3	9	2	2	.	-0.2	-3	-14
CCOC(=O)[C@]12CCC=C1N(Cc1ccc(Cl)cc1Cl)C(=O)[C@H](CC(=O)NCCc1ccccc1OC)C2	-3	.	3	.	.	-0.2	.	-17
O=C(c1ccc(Cl)c([N+](=O)[O-])c1)N1CCN(c2ccccn2)CC1	-4	.	4	.	0	0.0	.	6
Cc1onc(-c2c(F)cccc2Cl)c1C(=O)N[C@@H]1C(=O)N2C(C(=O)O)C(C)(C)S[C@H]12 (stereo not given in full)	3	-3	5	8	0	-0.1	-18	-30
COc1cccc(C(=O)Nc2c3c(nn2-c2cccc(C)c2C)CS(=O)(=O)C3)c1OC	.	9	.	-3	-7	.	-1	.
CCC(=O)N(C)C[C@@H]1Oc2cc(-c3ccc(C#N)cc3)ccc2S(=O)(=O)N([C@@H](C)CO)C[C@@H]1C	0	2	.	1	-3	0.2	-20	6
CC(=O)Nc1ccc(NCC(O)COc2ccccc2)cc1 (stereo not given)	.	-7	.	-1	1	.	-7	.
C[C@H](CO)N1C[C@H](C)[C@H](CN(C)C(=O)Nc2cccc3ccccc23)Oc2ncc(-c3ccccc3)cc2C1=O	3	-2	-1	-4	-2	0.4	-5	-12
COc1ccccc1CCn1cnc(-c2cccc(F)c2)c1CC(C)C	1	.	4	.	.	0.3	.	0
CCOC(=O)N1CCC(N2C(=O)c3ccc(C(=O)Nc4cccc(OC)c4)cc3C2=O)CC1	3	1	2	8	-4	.	-3	-24
COc1cc(C2C(C#N)=C(N)N(c3ccc(F)cc3)C3=C2S(=O)(=O)CC3)ccc1O (stereo not given)	5	.	5	.	4	.	.	-20
CN(C)c1ccc(-n2cccc2)cc1	1	.	6	.	-3	.	.	-9
CC(C(=O)Nc1ccc(C(=O)O)cc1)N1C(=O)c2ccccc2C1=O (stereo not given)	.	-6	.	0	0	.	2	.
CCCN(C)C[C@@H]1Oc2ncc(C#Cc3ccc(F)cc3)cc2C(=O)N([C@H](C)CO)C[C@@H]1C	3	1	-1	1	2	0.7	-7	-4
O=C(C1CC1)N1CCCCN2[C@H](CO)[C@@H](c3ccc(-c4cccc(F)c4)cc3)[C@H]2C1	-2	.	0	-1	11	-0.4	5	-12
CC=Cc1ccc2n(c1=O)C[C@H]1[C@H](CO)[C@@H](C(=O)NCCC)[C@@H]2N1Cc1nccs1 (mixture of isomers)	3	-1	0	-2	25	0.1	3	3
O=[N+]([O-])c1cccc(S(=O)(=O)NCCc2cn3ccccc3n2)c1	3	6	2	-4	-2	1.5	-7	-16
O=c1c(Cl)c(NC2CC2)cnn1-c1ccccc1	1	.	5	.	3	-0.3	.	-3
O=C(/C=C/c1cn(-c2ccccc2)nc1-c1cccnc1)N1CCCC1	0	.	7	.	-2	.	.	-8
COc1ccc(OC)c(CN2CCCC(C(=O)N3CCCCC3)C2)c1 (stereo not given)	.	-8	.	5	-5	.	5	.
CC1=[N+](CC(=O)c2ccccc2)CCn2cccc21	-2	.	-1	.	7	3.4	.	-39
CC(NS(=O)(=O)c1ccc(CCC(=O)NCc2cccnc2)cc1)c1ccccc1 (stereo not given)	.	0	.	-1	-3	.	7	.
O=C(NCc1cccs1)C1CCCN(c2ncccn2)C1 (stereo not given)	.	9	.	7	4	.	-1	.
CCCCCc1nc2c(=O)[nH]c3ccccc3c2o1	.	6	.	-4	-2	.	-1	.
Cc1ccc(C(=O)NC(=C(Cl)Cl)S(=O)(=O)c2ccccc2)cc1	19	.	2	.	.	1.9	.	-11
CN(CC(=O)Nc1ccc(OC(F)(F)F)cc1)C(=O)Cn1c(=O)cnc2ccccc21	-3	7	-2	-5	.	.	5	-7
COC(=O)CC1C(=O)NCCN1C(=O)CSc1nc2cc(Cl)ccc2o1 (stereo not given)	2	5	-2	1	-15	.	-5	-11
COc1cccc(NC(=O)N(C)C[C@H]2Oc3cc(-c4ccccc4F)ccc3S(=O)(=O)N([C@@H](C)CO)C[C@H]2C)c1	1	2	4	1	2	.	-2	2
O=C(NC1CCCC1)C(c1ccncc1)N(C(=O)c1ccco1)c1ccc(F)c(Cl)c1 (stereo not given)	3	-2	3	-3	-6	-0.1	3	-26
Cc1cc(C)cc(NC(=S)NCc2ccc3c(c2)OCO3)c1	2	.	-2	3	.	.	-3	5
Cc1ccccc1NC(=O)Cc1nc(COC(=O)c2nc(Cl)ccc2Cl)cs1	-5	-6	13	-6	-16	-0.1	10	-49
O=C(COc1ccccc1)Nc1ccc(NC(=O)c2ccco2)cc1	-3	.	0	.	-4	5.2	.	-11
O=C(O)c1ccc(-c2nc3ccccc3s2)o1	4	12	-2	-3	2	0.2	-11	-1
CCOC(=O)c1ccc(S(=O)(=O)N2CCC(C(=O)N3CCN(c4ccccc4OC)CC3)CC2)cc1	48*	-9	-10	-3	1	-0.1	1	8
C[C@H](NC(=O)c1ccc(Cl)cc1)C(=O)NNC(=O)c1cccs1	0	-3	6	-5	5	0.1	3	-6
O=C(c1ccc(Cl)c(S(=O)(=O)N2CCc3ccccc32)c1)N1CCN(c2ccccc2O)CC1	0	6	-10	-5	2	0.0	-4	-5
Cc1ccc(Oc2cc(C#N)c(C#N)cc2-n2nnc3ccccc32)cc1C	.	-2	.	-5	-15	.	-4	.
Cc1cc(-c2ccc(C)c(S(=O)(=O)NCCCN3CCN(c4ccccc4)CC3)c2)on1	3	5	1	-1	8	.	5	-9

The list goes on, overlapping the part above by 4 compounds.
SMILES	Casp6 inh	esBAF inh	ERp5 inh	PglD DTNB	ARNT TACC3 PPI	E-selectin induc	RAD54 inh	RAD52 anneal inh
C[C@H](NC(=O)c1ccc(Cl)cc1)C(=O)NNC(=O)c1cccs1	0	-3	6	-5	5	0.1	3	-6
O=C(c1ccc(Cl)c(S(=O)(=O)N2CCc3ccccc32)c1)N1CCN(c2ccccc2O)CC1	0	6	-10	-5	2	0.0	-4	-5
Cc1ccc(Oc2cc(C#N)c(C#N)cc2-n2nnc3ccccc32)cc1C	.	-2	.	-5	-15	.	-4	.
Cc1cc(-c2ccc(C)c(S(=O)(=O)NCCCN3CCN(c4ccccc4)CC3)c2)on1	3	5	1	-1	8	.	5	-9
Cc1ccc(/C=C/C(=O)CCC(=O)O)cc1	3	7	1	-3	-3	.	3	-7
Cc1ccc2c(c1)C(=O)C(=O)N2Cc1ccc(C(F)(F)F)cc1	1	-34	6	1	-3	0.0	-1	6
O=C1/C(=C/N(C(=O)c2ccco2)c2ccc(Br)cc2)Sc2ccccc21	.	48*	.	0	-5	.	-7	.
CCOC(=O)[C@]12CCC=C1N(CCC1=CCCCC1)C(=O)[C@H](CC(=O)N1CCCCC1)C2	0	.	-3	.	.	-0.2	.	-19

No enrichment for hits; overall some 3.2% were active at least once.
